# Myeloid diff 2 – myeloid differentiation induction. calls only at 10 µM. ER-HoxA9 myeloid progenitors, lysozyme-GFP differentiation, flow cytometry. 360,000 compounds, 1% hits. AID 624256;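 active = normalized GFP-positive differentiation at or above the plate's own cutoff, the solvent-only control mean plus 3 SD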;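 also: cells exposed to compound for four days before flow analysis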
# GPR55 antagonists – inhibition of LPI-stimulated GPR55 beta-arrestin translocation – imaging, U2OS, beta-arrestin-GFP, LPI agonist, primary screen (AID 2013). one-dose inhibition, % at 10 µM; IC50 in µM for titrated hits. 290,000 compounds, 0.13% hits. U2OS GPR55 beta-arrestin-GFP translocation imaging, LPI antagonism; higher % means a stronger effect;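 active = spots per cell inhibited over 60%, with over 100 cells counted and total cytoplasm intensity under 500,000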;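 also: U2OS cells stably carrying GPR55 and arrestin-GFP stimulated by 5 µM LPI near EC80; imaged beta-arrestin-GFP aggregate spots per cell after agonist stimulation; plate controls were LPI-stimulated DMSO wells for no effect and DMSO wells without LPI for full effect; some results filed as inactive read as strong as hits; confirmed hits need IC50 under 10 µM and bright autofluorescent wells are also inconclusive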
# HIV fusion peptide – inhibitors of HIV fusion peptide binding, primary screen, biochemical, uHTS, fluorescence dequenching (AID 1986). cell-free peptide binding, fluorescence dequenching, 30 min; higher % means a stronger effect. inhibition, % at 20 µM; hits with a dose series show IC50 in µM. 290,000 compounds, 0.3% hits; in the data active = inhibition mostly above about 52%, no sharp cut-off; inactive = mostly below about 76%; also: some results filed as inactive read as strong as hits
# GPR35 arrestin U2OS – GPR35 antagonists blocking zaprinast-driven arrestin recruitment, primary screen, imaging, U2OS, beta-arrestin-GFP, zaprinast agonist (AID 2058); U2OS GPR35 beta-arrestin-GFP translocation imaging, zaprinast antagonism; higher % means a stronger effect; 290,000 compounds, 0.052% hits; one-dose inhibition, % at 10 µM; IC50 in µM for titrated hits;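 active = inhibition of at least 50% with at least 30 cells and total cytoplasm GFP at most 10,000,000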
# LYP phosphatase – inhibitors of LYP phosphatase, biochemical, fluorescence intensity, uHTS (AID 1779). recombinant LYP phosphatase, fluorescence intensity; higher % means a stronger effect. one-dose inhibition, % at 11.5 µM; IC50 in µM for titrated hits. 290,000 compounds, 0.054% hits; in the data active = inhibition above about 50%;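 also: plate controls were vehicle with enzyme for no effect and no enzyme for full effect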
# NTR1 agonist – NTR1-driven beta-arrestin-GFP spot formation – imaging, U2OS cells, high content, primary screen (AID 493036) | P30989 | agonist mode | activation, % at 20 µM | 330,000 compounds, 0.17% hits;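 active = activation at or above 40% of the spot to cytoplasm intensity ratio, with at least 20 cells analyzed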;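 also: 0% = DMSO without peptide and 100% = 100 nM NTR1 peptide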
# Target sequence (P30989 whole entry, looked up): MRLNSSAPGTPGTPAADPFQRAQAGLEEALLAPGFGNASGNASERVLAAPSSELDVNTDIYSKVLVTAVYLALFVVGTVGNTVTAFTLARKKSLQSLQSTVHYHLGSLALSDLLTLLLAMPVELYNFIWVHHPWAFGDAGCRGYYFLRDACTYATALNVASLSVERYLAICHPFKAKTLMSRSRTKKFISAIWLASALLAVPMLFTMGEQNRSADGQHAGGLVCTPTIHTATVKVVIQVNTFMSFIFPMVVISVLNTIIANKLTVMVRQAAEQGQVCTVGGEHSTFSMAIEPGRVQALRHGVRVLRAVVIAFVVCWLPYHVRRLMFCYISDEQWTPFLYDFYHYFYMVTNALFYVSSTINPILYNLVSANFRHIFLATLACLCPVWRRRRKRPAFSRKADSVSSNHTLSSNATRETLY
# Rac1 GTP hydrolysis – MgcRacGAP GTPase-activating activity inhibitors, confirmation, biochemical, ADP Hunter fluorescence. MgcRacGAP-stimulated Rac1 GTP hydrolysis, ADP Hunter fluorescence; higher % means a stronger effect; GST-tagged Rac1 F28L mutant substrate. inhibition, % at 30 µM, or IC50 in µM where a hit was titrated. 340,000 compounds, 0.6% hits. AID 624330;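 active = first-screen hits whose inhibition reached a set limit at any dose in the follow-up dose series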;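 also: fluorescence reports GDP produced by GAP-driven GTP hydrolysis; strong numbers were not always called active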
# Siah-1 displacement – Siah-1 peptide-binding antagonists, primary screen, biochemical, fluorescence polarization, rhodamine-plectin, uHTS (AID 1817) | 290,000 compounds, 0.02% hits | Siah-1 / rhodamine-plectin peptide fluorescence polarization; higher % means a stronger effect | one-dose displacement, % at 20 µM; IC50 in µM for titrated hits;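 active = displacement of at least 50% at 20 µM, with a fluorescence ratio check between 0.3 and a set limit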;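 also: plate controls were Siah plus tracer with DMSO for no effect and tracer alone without Siah for full effect; strong numbers were not always called active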
# Salmonella PhoP GFP – inhibitors of PhoP regulon expression, primary screen, Salmonella Typhimurium, GFP reporter (AID 1863). inhibition, % at 50 µM, or IC50 in µM where a hit was titrated. S. Typhimurium PhoP-regulated promoter GFP reporter, 4 h; higher % means a stronger effect. 300,000 compounds, 0.16% hits;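 active = inhibition over 29.93%, a cutoff 3 SD above the screen mean, later confirmed by dose response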;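 also: 0% = low Mg2+ inducing control and 100% = high Mg2+ repressing control; strong numbers were not always called active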
# NTR1 agonist cell count 20 µM – recorded beside NTR1 agonist, whose call it bears; cell count; measured here: cell count, cytotoxicity flag
# Myeloid diff 2 GFP+ MAC1+ % – also measured in Myeloid diff 2; calls as there; GFP+ MAC1+ double positive, %; measured here: differentiation confirmed by MAC1 staining
# Active calls of the source: *; i = inactive; nt = no result given; + = active, no number.
SMILES,Myeloid diff 2,Myeloid diff 2 GFP+ MAC1+ %,GPR55 antagonists,HIV fusion peptide,GPR35 arrestin U2OS,LYP phosphatase,NTR1 agonist,NTR1 agonist cell count 20 µM,Rac1 GTP hydrolysis,Siah-1 displacement,Salmonella PhoP GFP
O=C(NCc1ccccc1)c1ccc(C(=O)N(C2CCCCC2)C2CCCCC2)cc1,i,0.6,5%,0.2%,-8%,6%,5.9,72,3%,0%,-3%
O=C(/C=C/c1ccccc1)C1=C(O)C(=O)N(CCO)C1c1ccc2c(c1)OCO2 (configuration not stated),i,0.0,-1%,1.5%,15%,-4%,1.3,40,6%,4%,-5%
O=C(NCCCN1CCCC1=O)C1CCN(S(=O)(=O)N2CCOCC2)CC1,i,0.7,6%,-1.2%,-4%,0%,nt,nt,0%,2%,-7%
C/C(=N/NS(=O)(=O)c1ccc(C)cc1C)c1c[nH]c2ccccc12,i,0.9,8%,1.3%,-21%,-3%,5.4,60,4%,-3%,-1%
Cc1nc(NCc2ccco2)c2oc3ccccc3c2n1,i,1.0,-8%,-0.9%,-6%,4%,-0.1,34,7%,-3%,-10%
N#Cc1ccccc1CSc1ccc(-c2nc3ccccc3[nH]2)cn1,nt,nt,13%,-2.5%,-3%,2%,5.3,56,5%,-4%,8%
CCCc1cc(=O)[nH]c(SCC(=O)c2ccc(S(=O)(=O)N3CCCC3)cc2)n1,i,0.5,3%,-0.8%,7%,1%,-0.4,90,-6%,2%,-12%
O=C(Nc1cccnc1)c1cc([N+](=O)[O-])ccc1Cl,i,0.2,-2%,1.7%,-3%,-8%,-0.4,60,-4%,10%,-17%
Cc1cc(C)n(-c2c(F)c(F)c(CO)c(F)c2F)n1,i,7.8,3%,-1.9%,9%,-8%,-1.2,44,-1%,4%,-7%
O=S(=O)(c1ccc(NC(=S)Nc2ccccc2)cc1)N1CCOCC1,i,0.7,8%,-0.6%,3%,-5%,1.1,52,4%,-1%,-5%
O=c1[nH]cnc2c1C1(CCCC1)Cc1ccccc1-2,i,0.5,-11%,1.5%,5%,4%,3.3,50,9%,1%,-8%
COC(=O)c1ccc(-c2cc3onc(-c4ccccc4)c3c(=O)n2C)cc1,i,1.2,nt,nt,nt,nt,5.4,81,6%,nt,-2%
C=CCn1c(C(CCC(C)C)CC(C)(C)O)n[nH]c1=S (configuration not stated),i,1.3,6%,-0.2%,-8%,-1%,-1.6,59,3%,4%,-1%
CCOC(=O)C1CCCN(Cc2cc(=O)oc3cc(C)c(C(C)C)cc23)C1 (configuration not stated),i,0.2,10%,-2.0%,-9%,0%,9.0,45,0%,8%,3%
CN1CCN(c2nc(-c3ccc(Br)cc3)nnc2-c2ccccc2)CC1,i,0.7,27%,-2.4%,3%,-4%,-1.1,82,19%,-4%,-1%
Cn1cccc1/C=N/NC(=O)c1sc2ccccc2c1Cl,i,0.6,8%,-4.0%,6%,0%,0.4,41,12%,1%,-13%
CCCn1nnc(NC(=O)c2cccnc2Cl)n1,i,1.5,4%,2.9%,8%,2%,3.3,63,8%,4%,0%
COc1ccc(C(C(=O)NC2CCCC2)N(Cc2cccnc2)C(=O)Cc2cccs2)c(OC)c1 (configuration not stated),i,0.3,0%,-1.1%,-13%,-5%,-1.4,43,4%,3%,-1%
CCOc1c(OC(C)=O)ccc(/C=C/c2ccc3cccc(OC(C)=O)c3n2)c1[N+](=O)[O-],i,3.5,-5%,8.2%,1%,6%,18,60,4%,-11%,1%
C/C(CC(=O)NCc1ccco1)=N\NC(=O)c1ccc(Cl)cc1Cl,i,4.0,7%,2.4%,-14%,-6%,0.2,58,-5%,1%,-2%
Cc1cccc(C(=O)NCC(=O)N2CC(=O)Nc3ccccc32)c1,i,0.4,3%,-0.3%,4%,-1%,0.7,34,2%,-5%,8%
CCCNc1c(NS(=O)(=O)c2ccc(Br)cc2)c(=O)oc2ccccc12,i,1.8,-2%,-0.7%,28%,-8%,1.3,57,4%,1%,-4%
Cc1cc(C)nc(NC(=O)/C=C/c2ccccc2Cl)c1,i,0.6,9%,-1.8%,9%,-5%,3.8,52,9%,8%,28%
CCCCCCC(=O)Oc1cccc(N2C(=O)C3CCCCC3C2=O)c1 (configuration not stated),i,0.1,4%,-1.0%,4%,-2%,0.7,33,5%,-4%,-3%
Cc1nc(-c2cccnc2)sc1C(=O)Nc1cccc(C(F)(F)F)c1,i,0.5,18%,-1.5%,0%,-1%,-2.4,81,0%,1%,6%

# More structures.
SMILES,Myeloid diff 2,Myeloid diff 2 GFP+ MAC1+ %,GPR55 antagonists,HIV fusion peptide,GPR35 arrestin U2OS,LYP phosphatase,NTR1 agonist,NTR1 agonist cell count 20 µM,Rac1 GTP hydrolysis,Siah-1 displacement,Salmonella PhoP GFP
N#CCC(=O)N/N=C/c1ccc(Cl)cc1,i,0.5,-4%,-0.6%,0%,-4%,-0.4,63,10%,10%,-1%
Cc1cccc(NC(=O)C2C3C=CC(C4CC34)C2C(=O)O)c1 (configuration not stated),i,0.4,9%,-1.4%,-14%,-8%,0.7,59,10%,-2%,6%
COC(=O)Cc1c(C)c2ccc(OCc3nn[nH]n3)c(C)c2oc1=O,i,1.5,-3%,-1.9%,20%,2%,-0.8,38,7%,-7%,3%
Cc1ccc(OCCCCn2c(CO)nc3ccccc32)cc1,i,0.7,-5%,0.1%,0%,-3%,0.6,74,2%,0%,2%
COC(=O)c1ccc(Oc2ccc3nnc(C)n3n2)cc1,i,1.8,-10%,4.3%,5%,-10%,0.0,51,0%,0%,12%
COc1ccccc1CCNC(=O)c1nccnc1C(=O)O,i,0.5,4%,-0.7%,-15%,-8%,-1.0,98,8%,2%,-2%
CC(=O)N1CCN(S(=O)(=O)c2cccc(C(=O)Nc3ccc(F)c(F)c3)c2)CC1,i,0.6,6%,-0.6%,-5%,-7%,0.9,36,4%,0%,7%
CCC(O)C1CCN(Cc2cn(-c3ccc(OC)cc3)nc2-c2cccc(F)c2)CC1 (configuration not stated),i,0.3,-9%,-0.3%,-6%,-6%,8.1,62,1%,-2%,-1%
O=C(CN1CCCCC1)N1CCN(S(=O)(=O)c2ccccc2)C1,i,0.3,1%,-0.7%,-13%,-10%,0.1,41,-4%,0%,-6%
O=C1c2ccccc2C(=O)N1CCCc1c[nH]c2ccc(Cl)cc12,i,0.1,-3%,0.9%,12%,-5%,12,53,3%,0%,-4%
Cc1ccc(NC(=O)Nc2cccnc2)cc1,i,0.3,-2%,1.0%,6%,-8%,-0.6,79,3%,3%,0%
CCCCNC(=O)Oc1cc(CCl)on1,nt,nt,14%,0.1%,17%,-5%,1.0,75,nt,10%,-8%
CC(C)C(=O)Nc1nnc(SCC(=O)N2C(C)CCCC2C)s1 (configuration not stated),i,0.8,-7%,-0.9%,-5%,-8%,-0.9,44,6%,-2%,1%
O=C(O)c1cnn(-c2nc(-c3ccc(Cl)cc3)cs2)c1C(F)(F)F,i,0.2,8%,9.2%,6%,-6%,2.7,87,17%,3%,-1%
O=[N+]([O-])c1ccc(Sc2ccccn2)nc1,i,0.4,2%,-1.0%,-17%,-2%,0.7,61,7%,3%,-14%
O=C1C2C(C(=O)N1/N=C/c1ccc([N+](=O)[O-])o1)C1C=CC2C12CC2 (configuration not stated),i,0.6,-11%,9.0%,-5%,-11%,1.7,52,4%,10%,-4%
NS(=O)(=O)c1ccc(NC(=S)NCc2ccc(Cl)cc2)cc1,i,1.2,4%,-2.7%,-2%,9%,0.2,46,9%,-1%,8%
COc1ccc(CNC(=O)C(c2ccco2)N(C(=O)c2csnn2)c2cccc(C)c2C)cc1 (configuration not stated),i,0.5,5%,-2.4%,-5%,-6%,-0.2,59,13%,2%,5%
CCS(=O)(=O)N1N=C(c2ccc(NS(C)(=O)=O)cc2)CC1c1ccccc1 (configuration not stated),+,4.2*,-2%,0.7%,-9%,-4%,0.5,90,6%,0%,0%
O=S(=O)(NCCOCC(F)(F)F)c1ccc2oc3ccccc3c2c1,i,1.2,-3%,-2.2%,6%,-2%,3.2,55,3%,0%,-2%
COc1cc(OC)cc(OC(=O)C2CCN(S(=O)(=O)c3ccc(OC)c(OC)c3)CC2)c1,i,0.9,nt,nt,nt,nt,1.4,59,-1%,nt,5%
COc1ccc(CCC(=O)NCc2cccc(C(F)(F)F)c2)cc1,i,0.8,10%,-0.6%,-1%,-6%,-0.5,79,nt,0%,14%
CCCNc1ccc(S(=O)(=O)N(C(C)C)C(C)C)cn1,i,0.2,-8%,0.9%,-11%,-6%,3.7,84,1%,2%,9%
COc1ccc(-n2c(C)nc3cc(C(=O)NCc4ccc5c(c4)OCO5)ccc32)cc1,i,0.8,3%,0.2%,10%,-5%,1.1,45,9%,3%,21%
CCOc1ccc(NC(=S)N2c3ccccc3CC2C)cc1 (configuration not stated),i,1.7,5%,-1.4%,14%,0%,-0.9,57,-6%,-2%,2%

# A second format for part of the listing above:
SMILES | Myeloid diff 2 | Myeloid diff 2 GFP+ MAC1+ % | GPR55 antagonists | HIV fusion peptide | GPR35 arrestin U2OS | LYP phosphatase | NTR1 agonist | NTR1 agonist cell count 20 µM | Rac1 GTP hydrolysis | Siah-1 displacement | Salmonella PhoP GFP
COc1ccc(CCC(=O)NCc2cccc(C(F)(F)F)c2)cc1 | i | 0.8 | 10% | -0.6% | -1% | -6% | -0.5 | 79 | nt | 0% | 14%
CCCNc1ccc(S(=O)(=O)N(C(C)C)C(C)C)cn1 | i | 0.2 | -8% | 0.9% | -11% | -6% | 3.7 | 84 | 1% | 2% | 9%

# Next part:
SMILES,Myeloid diff 2,Myeloid diff 2 GFP+ MAC1+ %,GPR55 antagonists,HIV fusion peptide,GPR35 arrestin U2OS,LYP phosphatase,NTR1 agonist,NTR1 agonist cell count 20 µM,Rac1 GTP hydrolysis,Siah-1 displacement,Salmonella PhoP GFP
COc1ccc(Cl)cc1NC(=O)Cc1c(F)cccc1Cl,i,1.3,3%,2.0%,-2%,-2%,5.8,96,2%,22%,7%
CC(=O)Nc1ccc(-c2csc(NC(=O)Cc3cccc(F)c3)n2)cc1,i,0.2,16%,3.2%,-16%,-3%,5.8,36,5%,2%,-2%
Cc1cccc(NC(=O)CCc2nnc3ccc(NCc4ccco4)nn23)n1,i,1.1,8%,6.5%,5%,0%,3.4,54,11%,-3%,-10%
COc1ccc(C2(O)CN(c3ccccc3)C3=[N+]2CCS3)cc1OC (configuration not stated),i,0.3,0%,0.1%,5%,-4%,0.4,65,12%,1%,2%
CCC(CC)NC(=O)COC(=O)c1cccc(C)c1O,i,1.4,0%,-2.1%,-7%,-4%,-2.7,74,7%,1%,0%
O=c1c2ccccc2c(C=NC2CCS(=O)(=O)C2)c(O)n1-c1ccccc1 (configuration not stated),i,0.5,4%,4.0%,0%,-4%,-1.0,99,6%,-2%,-9%

# Screens as filed in PubChem.
